Screening data from PubChem.
HSF1 inh – HSF1 inhibition; NIH3T3-HGL HSE-luciferase, MG132-induced, luminescence 8 h; active compounds read low; activity change, negative = inhibition, % at 7.5 µM (by protocol); 300,000 tested, 0.77% active; AID 2098;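 active = more than half of replicate wells show activity change below -50%, luminescence cut by over half; inconclusive = some wells, but at most half, below -50%; inactive = no replicate well below -50%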;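 note: luciferase reports HSF-1 transcriptional activity via heat shock element; 0% = median of DMSO wells and -100% = zero luminescence signal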
Dyrk1A ADPGlo – inhibitors of rat Dyrk1A kinase; Q63470; ADP-Glo luminescence, NFATc1 peptide; inhibition, % at 12.5 µM; 310,000 tested, 0.43% active; AID 504441; in the data active = inhibition above about 50%;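 note: plate controls were vehicle with enzyme for no effect and no enzyme for full effect; many of its hits are not listed in these tables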
Platelet DG rel – modulates dense granule release in human platelets | human platelet-rich plasma, SFLLRN dense granule ATP release, luminescence | inhibition, %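 (compounds screened at 7.5 µM in platelet-rich plasma)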 | 300,000 tested, 0.22% active | AID 1663;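 active = mean replicate score, as percent of positive control, at or above 50; inconclusive = mean below 50 but at least one replicate at or above 50; inactive = mean and every replicate below 50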
IEC-6 tox – IEC-6 cytotoxicity, counter-screen for KLF5 inhibitors. inhibition, % at 5 µM. luminescence viability. 290,000 tested, 0.78% active; in the data active = inhibition above about 22%;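 note: 0% = plate median of test compound wells and 100% = cytotoxic reference compound wells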
GSK3 alpha inh – human GSK-3 alpha kinase inhibition; 320,000 tested, 0.1% active; inhibition, % at 10 µM; ADP-Glo luminescence, 60 min; P49840; AID 2650;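 in the data active = inhibition above about 50%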;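 note: GST-tagged GSK-3 alpha with peptide substrate and 25 µM ATP; 0% = DMSO neutral wells and 100% = GW8510 positive control wells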
Target sequence (P49840 whole entry, looked up): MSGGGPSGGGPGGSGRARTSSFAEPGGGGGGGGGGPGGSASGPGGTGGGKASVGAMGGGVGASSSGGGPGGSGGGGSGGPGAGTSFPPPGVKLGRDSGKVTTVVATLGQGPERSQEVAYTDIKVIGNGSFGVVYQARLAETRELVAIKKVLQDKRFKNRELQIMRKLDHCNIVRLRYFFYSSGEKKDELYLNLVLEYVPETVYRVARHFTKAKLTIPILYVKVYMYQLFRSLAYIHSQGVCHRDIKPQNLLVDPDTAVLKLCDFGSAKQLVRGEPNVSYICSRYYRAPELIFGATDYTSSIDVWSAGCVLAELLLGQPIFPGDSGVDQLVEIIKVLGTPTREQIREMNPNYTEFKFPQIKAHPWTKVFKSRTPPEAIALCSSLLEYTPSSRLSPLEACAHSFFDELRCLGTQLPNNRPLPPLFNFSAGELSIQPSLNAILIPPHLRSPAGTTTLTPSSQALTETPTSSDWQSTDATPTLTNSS
HSP90 refold inh – blocks HSP90-mediated luciferase refolding in reticulocyte lysate; Rabbit reticulocyte lysate, luciferase refolding luminescence, 3 h; 290,000 tested, 0.91% active; AID 1789; inhibition, % at 5.6 µM;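 active = inhibition above the screen-wide mean plus 3 SD, computed separately per campaign, cut at about 16% in these data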;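 note: 0% = DMSO wells and 100% = 60 µM geldanamycin wells; inhibitors lower the luminescence because luciferase stays unfolded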
GSK3beta inhib – inhibitors of human GSK3beta kinase; P49841; GST-GSK3beta kinase, ADP-Glo luminescence, 60 min; active compounds read low; activity score (negative = inhibition), % at 10 µM; 300,000 tested, 0.038% active; AID 2097;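 active = more than half of replicate wells score below -50%, meaning over 50% inhibition versus plate controls; inconclusive = some replicates but at most half score below -50%; inactive = no replicate scores below -50%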;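 note: 0% = median DMSO wells and -100% = median GW8510 positive control wells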
Target sequence (P49841 whole entry, looked up): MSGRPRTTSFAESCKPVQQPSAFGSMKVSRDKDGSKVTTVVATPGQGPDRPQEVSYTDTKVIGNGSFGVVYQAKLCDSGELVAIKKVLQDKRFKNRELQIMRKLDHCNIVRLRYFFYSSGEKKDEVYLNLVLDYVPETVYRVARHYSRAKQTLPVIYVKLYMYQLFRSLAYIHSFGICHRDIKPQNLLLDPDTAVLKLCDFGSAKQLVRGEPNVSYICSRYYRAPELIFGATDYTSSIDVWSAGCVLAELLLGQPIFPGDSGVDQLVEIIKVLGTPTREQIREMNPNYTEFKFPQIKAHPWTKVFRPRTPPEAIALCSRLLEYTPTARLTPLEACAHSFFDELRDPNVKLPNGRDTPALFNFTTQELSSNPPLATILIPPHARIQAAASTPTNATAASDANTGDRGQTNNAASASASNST
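Test system: GST-tagged human GSK3beta kinase, cell-free; evaluation: activity score scaled between in-plate DMSO and GW8510 controls; measured by: ADP-Glo luminescence; incubation: 60 min reaction, RT; benchmarks: DMSO and 20 µM GW8510; reagent: peptide substrate plus 25 µM ATP (final); medium: Tris/MgCl2 kinase buffer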
KLF5 inhibitor – kruppel-like factor 5 inhibition. DLD-1 KLF5 promoter-luciferase reporter, luminescence. inhibition, % at 5 µM. 290,000 tested, 0.23% active. AID 1700;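 active = inhibition above a per-plate limit of that plate's mean compound inhibition plus 3 SD, cut at about 60% in these data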;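 note: 0% = DMSO wells and 100% = LY294002 at 200 µM; higher means less KLF5 promoter-driven luciferase light; inactives centre near -14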
HSF-1 act – increases HSF-1 driven luciferase reporter signal. 300,000 tested, 1.7% active. NIH3T3-HGL HSF-1 luciferase reporter, MG132, 8 h; 100% = twice DMSO control signal. activation, % at 9 µM. AID 504408;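 active = mean replicate activation of at least 50% with a set share of replicates each reaching 50%; inconclusive = only one of those two conditions met; inactive = mean below 50% and too few replicates reaching it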;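 note: 0% = median of the neutral control wells and 100% = twice that signal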
aSyn 5UTR inh – 5' untranslated region of α-synuclein, MLPCN primary screen; inhibition, % (tested at 7.5 µM); alpha-synuclein 5'UTR reporter, inhibitor activity; 300,000 tested, 0.82% active; in the data active = inhibition above about 60%; inconclusive = no clear call, values can overlap the other calls;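 note: H4 neuroglioblastoma cells stably carrying SNCA 5'UTR luciferase fusion; 0% = DMSO wells and 100% = positive control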
* hit, by the source's call; ? = inconclusive; . = not tested or not shown. Some of the compounds tested. The share of hits here may be higher or lower than overall.

nr	compound	HSF1 inh	Dyrk1A ADPGlo	Platelet DG rel	IEC-6 tox	GSK3 alpha inh	HSP90 refold inh	GSK3beta inhib	KLF5 inhibitor	HSF-1 act	aSyn 5UTR inh
1	CCOC(=O)c1sc(NC(=O)CCN2C(=O)c3ccccc3C2=O)c(C(=O)OCC)c1C	1	-7	-7	10	-1	-5	1	-7	-3	-1
2	COc1ccc(COc2ccc3ccc(=O)oc3c2)cc1	26	1	-3	-2	0	0	1	-167	42	-232
3	CSc1cccc(NC(=S)N2CCC(N(C)C3CCCCCC3)CC2)c1	-1	-1	1	6	-4	1	0	3	-4	1
4	CN(C)c1ccc(C(=O)c2ccc(O)cc2O)cc1	15	15	9	9	11	2	0	-74	1	-114
5	O=C(O)c1cc(S(=O)(=O)NCC2CCCO2)ccc1Cl (centres undefined)	-4	-4	-2	1	0	-2	2	-2	-5	18
6	CC(C)(O)C#Cc1ccc(CN2CCCC(CO)(Cc3cccc(Cl)c3)C2)cc1 (centres undefined)	6	-5	1	-4	5	1	1	-13	19	6
7	Cc1ccc(NC(=O)CSCc2cc(=O)n3ccsc3n2)c(C)c1	6	-5	1	-1	1	3	0	-43	32	18
8	CS(=O)(=O)NNC(=O)c1sccc1OCc1ncc(C(F)(F)F)cc1Cl	0	1	-30	-1	2	1	2	-8	20	11
9	Cc1ccccc1/C=N/NC(=O)CSc1nc2ccccc2o1	4	-2	4	1	-2	4	2	-16	3	-25
10	COc1cccc(-c2cc3nc(-c4ccccc4)cc(N4CCCC(O)C4)n3n2)c1 (centres undefined)	6	9	-1	1	-3	3	0	-34	20	4
11	Cc1ccc(-c2[nH]ncc2/C=N/n2c(COc3ccccc3C)nc3ccccc3c2=O)cc1	-13	-8	2	10	-1	-2	1	-60	-16	5
12	COc1cc(C(=O)OCC(C)=O)ccc1OCc1c(C)noc1C	-1	.	6	14	.	5	1	28	4	-12
13	O=C(C1CC1)N1CCc2cc(Br)cc(S(=O)(=O)NCc3ccccn3)c21	-5	-5	-11	-9	0	2	-6	-7	12	1
14	O=C(NCC(c1cccs1)N1CCOCC1)c1ccc(Br)o1 (centres undefined)	0	-4	2	0	-2	2	-3	-29	1	-71
15	CCCOc1ccc(-c2nn(-c3ccccc3)cc2/C=C2\SC(N)=NC2=O)cc1	-7	-5	2	6	0	1	4	-36	-3	-19
16	Cc1ccc(C)n1-c1nn(S(=O)(=O)c2ccccc2)c2cccc(F)c12	11	.	9	4	1	1	2	-20	-7	2
17	CN(Cc1c(C(=O)N/N=C/c2cccs2)nnn1-c1nonc1N)c1ccccc1	-1	0	-3	-9	20	-1	-7	-20	-10	-9
18	Cc1cc(Cl)ccc1NC(=O)CCCN1C(=O)CCC1=O	0	5	6	1	-1	3	-4	1	1	-3
19	CC(C)(CNC(=O)c1ccc(NS(=O)(=O)c2ccc(F)cc2)cc1)N1CCOCC1	14	1	-6	-4	.	-2	3	-7	45	8
20	Cc1nn(C)c(C)c1CN(C)C(=O)CCCC(=O)O	0	-1	3	5	-6	3	-1	7	-3	-3
21	Cc1ccc(SC(C)c2nc(-c3cccnc3)no2)cc1 (centres undefined)	-1	1	3	2	4	-3	-2	-21	-8	-10
22	Oc1ccc(-c2sc(Nc3ccccc3)n[n+]2-c2ccc(F)cc2)cc1	9	12	0	1	0	-4	-19	-17	3	-44
23	COc1ccc(N2C(=O)C(CN3CCCCC3)C2c2ccccc2)cc1 (centres undefined)	3	-1	-1	-3	-2	0	3	-33	2	-9
24	COc1c(Br)cc(Br)cc1/C=N/NC(=O)c1ccncc1	2	.	-1	4	4	-3	-1	-32	2	14
25	COC(=O)c1cc(Cl)c(NC(=O)/C=C/c2ccc(Cl)cc2Cl)cc1OC	-9	7	-7	2	-3	-2	3	-5	-3	1
26	Cc1c(CN2CCC(n3nccc3NC(=O)C3CC3)CC2)[nH]c2ccccc12	0	4	-10	0	1	0	4	-20	5	-5
27	COc1ccccc1/C=N/NC(=O)c1cc2c(OC)c(OC)ccc2[nH]1	3	8	4	47*	-2	1	4	57	-2	-61
28	FC(F)(F)c1ccccc1/C=N/Nc1ccccn1	9	-5	17	-5	-3	2	1	-11	11	-94
29	COc1cc2c(cc1OC)CN(C(=S)Nc1ccc(OC(F)F)cc1)CC2	.	2	.	-2	1	-3	1	10	.	.
30	O=C(COc1cccc2cccnc12)NCc1cccs1	-4	5	2	-4	2	1	1	-12	-14	-33
31	COc1ccccc1C(=O)NC(=O)COC(=O)C1CC1C (centres undefined)	-6	2	-14	.	2	.	1	.	-1	6
32	CCOC(=O)Cc1nnc(Nc2ccc(C)cc2C)c2ccccc12	37	.	24	-2	0	0	-3	-5	?	15
33	COc1cccc(CNC(=O)CN2C(=O)CSc3ccc(S(=O)(=O)N4CCCC4)cc32)c1	3	5	-7	0	-1	1	1	-26	4	-16
34	CCn1cc(/C=C(\NC(=O)c2ccc(OC)cc2)C(=O)N2CCN(C)CC2)c2ccccc21	4	-6	2	4	.	4	0	-3	13	16
35	Cn1c(SCC(=O)NCc2ccc3c(c2)OCO3)nnc1-c1c[nH]c2ccccc12	-5	11	3	-5	4	2	0	0	-3	-5
36	CCOc1ccc(N(C(=O)c2cc3ccccc3oc2=O)C2C=CS(=O)(=O)C2)cc1 (centres undefined)	-9	.	-6	2	0	1	-1	-8	-9	-88
37	CC(NC(=O)CN(C)S(=O)(=O)c1cccc2nsnc12)c1ccccc1 (centres undefined)	-3	-6	3	-2	2	0	-4	-14	-5	-12
38	CC1(C)CC(=O)CC(=Nc2ccc3[nH]c(=O)[nH]c3c2)C1	5	28	-14	-1	-1	1	-1	3	29	-12
39	O=C(Nc1ccc2c(c1)OCCO2)C(=O)c1c[nH]c2ccccc12	0	-6	19	66*	-5	15	4	38	15	14
40	[O-]/C(=C(\C(=S)NCc1ccccc1)[n+]1ccccc1)c1ccc(Cl)cc1	-1	3	2	-4	0	2	5	-13	7	6
41	CCc1ccc(N2C(=O)CN(Cc3ccccc3)C2=S)cc1	4	1	7	0	-5	2	-4	-15	-6	-24
42	Fc1ccccc1Cn1cc(C(=S)N2CCOCC2)c2ccccc21	4	9	0	3	-2	2	0	-4	15	7
43	COc1ccc(OC)c(S(=O)(=O)Oc2ccc(N)c3ccccc23)c1	3	14	8	.	4	.	-1	.	2	37
44	Cc1ccc(S(=O)(=O)NC(CC(=O)O)c2cccs2)cc1 (centres undefined)	0	-3	-2	0	.	1	1	-24	-4	-8
45	O=C(NCCCN1CCc2ccccc2C1)C1CCN(S(=O)(=O)N2CCCC2)CC1	-3	-7	-10	-7	0	-6	1	-35	0	-1
46	Cc1ccc(-c2nnn(CC(=O)N(CCN3CCOCC3)C(C(=O)NC(C)(C)C)c3ccc(C)o3)n2)cc1 (centres undefined)	-1	6	-4	2	0	-1	-1	15	-10	20
47	Cc1ccccc1OCC(O)Cn1c(NCCN(C)C)nc2c1c(=O)n(C)c(=O)n2C (centres undefined)	-7	0	20	-1	-1	-2	0	-14	-1	15
48	CN(C)c1cccc(C(=O)N2CCCC(CCC(=O)N3CCN(c4ccccn4)CC3)C2)c1 (centres undefined)	-3	-5	1	5	-1	1	-3	-32	-9	0
49	CCOc1ccccc1CNC(=O)C1CCCN(c2ncnc3c2nc2n3CCCCC2)C1 (centres undefined)	0	-5	-1	1	-1	2	0	2	8	19
50	CC(C)Cn1c(N)c(C(=O)COC(=O)c2ccccc2F)c(=O)n(C)c1=O	-9	4	-5	-3	0	3	6	0	-3	15
51	CC1(C(=O)N(Cc2ccccc2)Cc2ccccc2)CC1(Br)Br (centres undefined)	3	10	-7	1	.	0	3	-12	11	9
52	CN1CCN(C(=O)/C=C/c2ccc([N+](=O)[O-])cc2)CC1	0	2	-7	2	0	-5	1	-21	1	-17
53	COc1ccccc1COc1ccc2c(C)c(CCC(=O)O)c(=O)oc2c1C	-1	-1	2	0	0	-2	-5	-17	-11	17
54	Brc1ccc2nc(-c3ccncc3)c(NC3CCCC3)n2c1	-14	-4	3	10	-4	-4	6	15	-3	43
55	CCOC(=O)COc1ccc(S(=O)(=O)Nc2cccc(SC)c2)cc1	2	-2	16	1	-1	-2	1	-1	17	11
56	COc1cc(CC(=O)Nc2nc(-c3ccccc3)c(C(C)=O)s2)cc(OC)c1OC	3	-5	6	2	22	-6	1	8	12	27
57	COc1ccc(-c2cc3n(n2)CCc2nc4ccccc4n2-3)cc1	12	5	0	6	-1	-1	-4	8	47	-137
58	COc1ccc(/C=C/C(=O)NCc2ccccn2)cc1OC	-9	2	11	-2	3	1	-4	-10	-10	14
59	O=C(Nc1ncn[nH]1)c1c(Cl)ccc(Cl)c1Cl	6	-2	4	6	3	0	-1	-27	9	0
60	Cc1cc(=O)c(C(=O)OC(C)C(=O)NC(N)=O)nn1-c1ccc(Cl)cc1 (centres undefined)	-11	0	-4	10	0	2	0	-17	-21	-6

(cont.)
nr	compound	HSF1 inh	Dyrk1A ADPGlo	Platelet DG rel	IEC-6 tox	GSK3 alpha inh	HSP90 refold inh	GSK3beta inhib	KLF5 inhibitor	HSF-1 act	aSyn 5UTR inh
61	COc1ccc([N+](=O)[O-])c2c(=O)ccoc12	5	1	-20	-4	-1	-3	2	-5	-17	15
62	Cc1ccc(N2C(=O)c3ccccc3C2C(=O)c2ccc(O)cc2O)cc1 (centres undefined)	1	-5	-7	1	-2	1	0	-18	8	4
63	Cc1cc(SCc2ccc(Cl)cc2Cl)nc(=O)[nH]1	-3	-1	2	10	-2	4	1	13	6	-15
64	CCCN1C2CCCC1CC(NC(=S)Nc1ccc(OC)cc1)C2 (centres undefined)	-6	-5	12	-3	-1	1	1	-15	-4	-2
65	O=C(Nc1ccccc1C(=O)N1CCNCC1)c1ccco1	-1	.	2	5	-3	0	2	3	-1	-13
66	Cc1ncc([N+](=O)[O-])n1S(=O)(=O)c1cc(Br)ccc1Br	-2	-3	14	0	-7	1	-1	-3	-17	5
67	O=C(CN1C(=O)C(=O)c2ccccc21)NC1CCCCC1	-11	-5	5	9	-3	-1	3	-2	-13	-9
68	CCOC(=O)CC1C(=O)NCCN1C(=O)c1sc2ccccc2c1Cl (centres undefined)	5	0	9	2	-1	1	-2	-8	-4	-8
69	COC(=O)CSc1[nH]c2ccc(F)cc2c1[N+](=O)[O-]	0	0	3	2	3	1	0	-31	-2	-2
70	CCN(CC)S(=O)(=O)c1ccc(C(=O)NCc2ccc3c(c2)cc(C)n3C)cc1	0	-3	-4	-1	-1	2	-3	-14	4	12
71	CCN(CC(=O)Nc1cccc(C(C)=O)c1)S(=O)(=O)c1ccc(C)cc1	-6	-4	0	-5	-1	2	-3	-38	5	5
72	COc1ccc2cc(C#N)c(SCC(=O)N3CCCC3)nc2c1	-1	36	7	7	2	1	3	-10	5	-20
73	c1ccc(COc2ccccc2CNCc2cccnc2)cc1	17	5	-3	0	-3	2	0	-119	38	7
